HDAC3 inh: blocks human histone deacetylase 3. O15379. recombinant HDAC3, fluorogenic peptide/trypsin coupled, fluorescence. inhibition, % at 8.3 µM. 320,000 tested, 0.15% active. AID 2718; in the data active = inhibition above about 26%, passing the limit was not always enough; inconclusive = no clear call, values can overlap the other calls
Target sequence (O15379 whole entry, looked up): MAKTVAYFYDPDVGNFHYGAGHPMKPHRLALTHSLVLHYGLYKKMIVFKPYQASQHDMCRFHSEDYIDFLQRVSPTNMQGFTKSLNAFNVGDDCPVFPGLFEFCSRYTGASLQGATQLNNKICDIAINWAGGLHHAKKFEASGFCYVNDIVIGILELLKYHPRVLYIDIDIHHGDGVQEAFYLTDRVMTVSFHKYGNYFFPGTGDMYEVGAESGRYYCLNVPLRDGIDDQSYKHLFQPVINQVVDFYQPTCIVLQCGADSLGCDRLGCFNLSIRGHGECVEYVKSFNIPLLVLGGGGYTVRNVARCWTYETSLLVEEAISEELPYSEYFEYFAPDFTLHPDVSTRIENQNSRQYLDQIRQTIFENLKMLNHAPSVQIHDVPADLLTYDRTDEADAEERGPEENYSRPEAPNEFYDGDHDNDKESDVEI
RGS4 act: RGS4 potentiation or activation; 310,000 tested, 0.92% active; HEK293 M3R/inducible RGS4, carbachol calcium flux Fluo4; active compounds read low; B-score at 10 µM;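 active = B-score of the integrated calcium signal more than 4 SD below the library mean, with starting fluorescence not abnormally high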;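 note: negative B-score means reduced calcium response which marks RGS4 activation or potentiation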
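Material: Inducible-RGS4 HEK293 cells carrying M3 receptor; also added: carbachol at ECmax as muscarinic agonist stimulus; incubation: compound preincubation 20 min at room temperature before agonist; signal: Fluo4-AM (2 µM) calcium-flux fluorescence, kinetic read; measure: integrated calcium ratio converted to B score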
KCNK3 block: human KCNK3 channel inhibition, primary screen; B-score at 10 µM; CHO-KCNK3 thallium flux, FluxOR fluorescence; active compounds read low; O14649; 340,000 tested, 0.84% active; AID 602410;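 active = B-score under library mean minus 4 SD, starting fluorescence ratio at most library mean plus 5 SD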;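 note: more negative B-score means stronger inhibition of thallium flux through KCNK3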
hERG protect: compounds protecting human hERG from proarrhythmic drug block. 310,000 tested, 0.51% active. Q12809. activation (rescue from dofetilide block), less the hit threshold, % at 10 µM. CHO-hERG, FluxOR thallium flux, dofetilide IC70 present;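 active = activation above the mean of controls blocked by dofetilide plus 5 SD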;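 note: thallium influx through hERG after potassium depolarization seen as dye fluorescence rise; in these data hits start at about 4.7%; inactives centre near -7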
TMEM16A inh: mouse TMEM16A channel inhibition, primary screen | HEK293 TMEM16A/YFP iodide influx fluorescence, ionomycin | normalized B-score (activity score, 25-100; higher = stronger inhibition) at 10 µM | Q8BHY3 | 310,000 tested, 1.2% active;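 active = ratio plate-corrected score three or more library SD toward inhibition, starting fluorescence score within five deviations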;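 note: score derived from kinetic fluorescence span divided by baseline fluorescence per well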
SKKanGAS inh: SKKanGAS growth inhibition; S. pyogenes SKKanGAS, kanamycin growth, BacTiter-Glo, 6 h; inhibition, % at 7.5 µM; 300,000 tested, 1.3% active;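 active = mean replicate score, as percent of positive control median, at least 50; inconclusive = mean below 50 but one replicate at or above 50; inactive = mean and every replicate below 50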;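 note: strain carries kanamycin resistance gene driven by streptokinase promoter and grows in 40 µg/ml kanamycin; loss of luminescence reflects streptokinase promoter inhibition or plain growth inhibition; 0% = median of DMSO wells and 100% = positive control at its reference dose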
KCNQ1 inh: blocks the human KCNQ1 potassium channel. P51787. CHO-K1 KCNQ1, FluxOR thallium flux fluorescence; active compounds read high. B-score at 10 µM. 310,000 tested, 1.3% active. AID 2642;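 active = compounds whose thallium flux B-score, printed positive for inhibition, exceeds three library SD while starting fluorescence stays within three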;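 note: channel opened by potassium depolarization with thallium stimulus after 20 min compound exposure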
KCNK9 inh: human KCNK9 channel inhibition | HEK293 KCNK9, FluxOR thallium flux fluorescence; active compounds read low | Q9NPC2 | 310,000 tested, 1.2% active | B-score at 10 µM;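 active = ratio B-score over 3 SD below the library mean, with starting fluorescence within 5 SD of its mean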;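 note: negative B-score means less thallium flux so channel inhibition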
Target sequence (Q9NPC2 whole entry, looked up): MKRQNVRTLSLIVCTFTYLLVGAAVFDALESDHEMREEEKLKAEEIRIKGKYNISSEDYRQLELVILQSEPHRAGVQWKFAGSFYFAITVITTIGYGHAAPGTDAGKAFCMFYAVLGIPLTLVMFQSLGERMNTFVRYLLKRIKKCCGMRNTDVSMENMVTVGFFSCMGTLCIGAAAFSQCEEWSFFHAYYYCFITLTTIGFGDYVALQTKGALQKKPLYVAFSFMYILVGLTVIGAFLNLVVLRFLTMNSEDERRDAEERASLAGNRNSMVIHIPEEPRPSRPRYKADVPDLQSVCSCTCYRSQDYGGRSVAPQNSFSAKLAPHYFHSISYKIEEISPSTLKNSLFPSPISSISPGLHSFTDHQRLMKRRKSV
KCNQ1 act: potentiates or activates the human KCNQ1 potassium channel; CHO-K1 KCNQ1, thallium flux FluxOR fluorescence; active compounds read high; P51787; B-score at 10 µM; 310,000 tested, 0.35% active;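 active = fluorescence ratio B-score, a plate-corrected score, at least three library SD, with initial intensity B-score within 5 SD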
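Assay system: CHO-K1 cells stably expressing KCNQ1; Medium: assay buffer with matched DMSO; Also added: K+/Tl+ depolarizing stimulus; Dosing: single dose; Timing: dye 90 min, compound 20 min, room temperature; Measured by: kinetic FluxOR thallium fluorescence, 10-s 1-Hz baseline, 110-s post-stimulus read; Read-out: peak-minus-minimum fluorescence over initial fluorescence, negative-control normalized, B-scored.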
TMEM16A act: activators or potentiators of mouse TMEM16A chloride channel; AID 623877; Q8BHY3; HEK293 TMEM16A/YFP-H148Q/I152L, iodide quench fluorescence; active compounds read low; B-score at 10 µM; 340,000 tested, 0.3% active;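 active = fluorescence-ratio B-score plate-corrected deviation score at least 3 library SD below zero, with starting fluorescence score within 5 deviations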;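 note: channel opened by trigger with iodide after compound preincubation; score built on the fluorescence ratio of max minus min over baseline; more negative score means more quench and so TMEM16A activation or potentiation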
RGS4 inh: inhibitors of human RGS4. P49798. HEK293 M3R/RGS4 inducible, Fluo-4 calcium flux; active compounds read high; triggered by carbachol at its EC20. B-score at 10 µM. 310,000 tested, 0.45% active. AID 463165;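 active = B-score, a plate-corrected calcium signal, over three deviations above library mean, with baseline fluorescence within five deviations of library mean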;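 note: RGS4 expression induced by doxycycline in cells with stable M3 receptor; B-score is computed from the integrated fluorescence ratio over baseline after carbachol; higher B-score means a larger calcium signal and so more RGS4 inhibition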
Target sequence (P49798 whole entry, looked up): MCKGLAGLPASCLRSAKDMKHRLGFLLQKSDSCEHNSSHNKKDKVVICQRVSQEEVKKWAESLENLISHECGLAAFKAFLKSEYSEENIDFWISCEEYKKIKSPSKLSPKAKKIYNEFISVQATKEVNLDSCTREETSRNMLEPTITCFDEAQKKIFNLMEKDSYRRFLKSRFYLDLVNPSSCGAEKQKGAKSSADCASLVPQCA
* = called active by the depositor.

`COc1ccc(-n2c(=O)c3ccccc3n(CC(=O)NC3CCCC3)c2=O)c(OC)c1` gave HDAC3 inh -3, RGS4 act inactive, KCNK3 block inactive, hERG protect -7, TMEM16A inh inactive, SKKanGAS inh -3, KCNQ1 inh inactive, KCNK9 inh inactive, KCNQ1 act inactive, TMEM16A act inactive and RGS4 inh inactive.
Cc1cc(OCC(=O)NCC(O)c2ccccc2)c2c(C)c(C)c(=O)oc2c1 (configuration not stated) was read as HDAC3 inh -15, RGS4 act inactive, KCNK3 block inactive, hERG protect -6, TMEM16A inh inactive, SKKanGAS inh 4, KCNQ1 inh inactive, KCNK9 inh inactive, KCNQ1 act inactive, TMEM16A act inactive and RGS4 inh inactive.
`C=CCN1C(=O)CSc2ccc(C(=O)NCCC3=CCCCC3)cc21` gave HDAC3 inh inconclusive, RGS4 act inactive, KCNK3 block inactive, hERG protect -24, TMEM16A inh inactive, SKKanGAS inh -3, KCNQ1 inh inactive, KCNK9 inh inactive, KCNQ1 act inactive, TMEM16A act inactive and RGS4 inh inactive.
`O=C(COC(=O)CCc1ccccc1)NC(c1ccccc1)c1ccccc1` gave HDAC3 inh 2, RGS4 act inactive, KCNK3 block inactive, hERG protect -1, TMEM16A inh inactive, SKKanGAS inh 4, KCNQ1 inh inactive, KCNK9 inh inactive, KCNQ1 act inactive, TMEM16A act inactive and RGS4 inh inactive.
For CC(C)(C)NC(=O)C(c1ccncc1)N(C(=O)Cn1nnc(-c2ccc(F)cc2)n1)c1cccc(F)c1 (configuration not stated) the results were HDAC3 inh -1, RGS4 act inactive, KCNK3 block inactive, hERG protect -8, TMEM16A inh inactive, SKKanGAS inh -14, KCNQ1 inh inactive, KCNK9 inh inactive, KCNQ1 act inactive, TMEM16A act inactive and RGS4 inh inactive.
Screening CC(=O)c1nn(-c2cccc(Br)c2)cc1C(=O)c1ccc(Br)cc1 returned HDAC3 inh 0, RGS4 act inactive, KCNK3 block inactive, hERG protect -10, TMEM16A inh inactive, SKKanGAS inh 6, KCNQ1 inh inactive, KCNK9 inh inactive, KCNQ1 act inactive, TMEM16A act inactive and RGS4 inh inactive.
CCOC(=O)/C(=C\c1ccc([N+](=O)[O-])cc1)C(=O)c1cc(C(C)=O)c(Nc2ccccc2)s1 was read as HDAC3 inh -2, RGS4 act inactive, KCNK3 block inactive, hERG protect -4, TMEM16A inh inactive, SKKanGAS inh 12, KCNQ1 inh inactive, KCNK9 inh inactive, KCNQ1 act inactive, TMEM16A act inactive and RGS4 inh inactive.
For O=c1c2cn[nH]c2nc(SCc2ccccc2F)n1-c1ccc(Br)cc1 the results were HDAC3 inh 2, RGS4 act inactive, KCNK3 block inactive, hERG protect -8, TMEM16A inh inactive, SKKanGAS inh 5, KCNQ1 inh inactive, KCNK9 inh inactive, KCNQ1 act inactive, TMEM16A act inactive and RGS4 inh inactive.
Screening C/C(=C\C(=O)c1ccc(C)o1)Nc1ccc2c(c1)OCO2 returned HDAC3 inh 4, RGS4 act inactive, KCNK3 block inactive, hERG protect -16, TMEM16A inh inactive, SKKanGAS inh 0, KCNQ1 inh inactive, KCNK9 inh inactive, KCNQ1 act inactive, TMEM16A act inactive and RGS4 inh inactive.
Screening Cc1ccc(CC(=O)N2CCN(C(=O)c3ccco3)CC2)cc1 returned HDAC3 inh -1, RGS4 act inactive, KCNK3 block inactive, hERG protect -5, TMEM16A inh inactive, SKKanGAS inh -1, KCNQ1 inh inactive, KCNK9 inh inactive, KCNQ1 act inactive, TMEM16A act inactive and RGS4 inh inactive.
N#CCSc1nc2ccccc2c(=O)n1-c1ccccc1 was read as HDAC3 inh 1, RGS4 act inactive, KCNK3 block inactive, hERG protect -5, TMEM16A inh inactive, SKKanGAS inh 8, KCNQ1 inh inactive, KCNK9 inh inactive, KCNQ1 act inactive, TMEM16A act inactive and RGS4 inh inactive.
Screening Cc1ccc(-c2nnn(CC(=O)N(c3ccc(F)cc3)C(C(=O)NC3CCCC3)c3ccncc3)n2)o1 (configuration not stated) returned HDAC3 inh 13, RGS4 act inactive, KCNK3 block inactive, hERG protect -3, TMEM16A inh inactive, SKKanGAS inh -5, KCNQ1 inh inactive, KCNK9 inh inactive, KCNQ1 act inactive, TMEM16A act inactive and RGS4 inh inactive.
For CC(=O)Nc1c(-c2ccc(Cl)cc2)c(=O)c2ccccc2n1C the results were HDAC3 inh -8, RGS4 act inactive, KCNK3 block inactive, hERG protect 0, TMEM16A inh inactive, SKKanGAS inh 3, KCNQ1 inh inactive, KCNK9 inh inactive, KCNQ1 act inactive, TMEM16A act inactive and RGS4 inh inactive.
CCN(CC)CCn1c(=N)n(CCO)c2ccccc21 was read as HDAC3 inh -9, RGS4 act inactive, KCNK3 block inactive, hERG protect -10, TMEM16A inh inactive, SKKanGAS inh -2, KCNQ1 inh inactive, KCNK9 inh inactive, KCNQ1 act inactive, TMEM16A act inactive and RGS4 inh inactive.
`Cc1ccc(-n2cc(-c3ccccc3)c3c(N4CCN(C)CC4)ncnc32)cc1` gave HDAC3 inh 1, RGS4 act inactive, KCNK3 block inactive, hERG protect -18, TMEM16A inh inactive, SKKanGAS inh 4, KCNQ1 inh inactive, KCNK9 inh inactive, KCNQ1 act inactive, TMEM16A act inactive and RGS4 inh inactive.
CCn1cc(C(=O)N[C@@H](C)C(=O)NCCCO)c(=O)c2cc3c(cc21)OCO3 was read as HDAC3 inh -2, RGS4 act inactive, KCNK3 block inactive, hERG protect -5, TMEM16A inh inactive, SKKanGAS inh 4, KCNQ1 inh inactive, KCNK9 inh inactive, KCNQ1 act inactive, TMEM16A act inactive and RGS4 inh inactive.
Cc1cc(N2CCCC2=O)cc(C)c1CN1C(=O)c2ccccc2C1=O was read as HDAC3 inh 1, RGS4 act inactive, KCNK3 block inactive, hERG protect -8, TMEM16A inh inactive, SKKanGAS inh -1, KCNQ1 inh inactive, KCNK9 inh inactive, KCNQ1 act inactive, TMEM16A act inactive and RGS4 inh inactive.
Screening COc1ccc(Cl)cc1NC(=O)NCc1ccc2c(c1)OCO2 returned HDAC3 inh 8, RGS4 act inactive, KCNK3 block inactive, hERG protect -7, TMEM16A inh inactive, SKKanGAS inh 8, KCNQ1 inh inactive, KCNK9 inh inactive, KCNQ1 act inactive, TMEM16A act inactive and RGS4 inh inactive.
`O=C(NCc1ccco1)c1cc(S(=O)(=O)N2CCOCC2)ccc1Cl` gave HDAC3 inh -9, RGS4 act inactive, KCNK3 block inactive, hERG protect -2, TMEM16A inh inactive, SKKanGAS inh -4, KCNQ1 inh inactive, KCNK9 inh inactive, KCNQ1 act inactive, TMEM16A act inactive and RGS4 inh inactive.
Cc1ccc(C2(c3noc(CN(C)CCCN4CCOCC4)n3)CCCC2)cc1 was read as HDAC3 inh 0, RGS4 act inactive, hERG protect -8, TMEM16A inh inactive, SKKanGAS inh 8, KCNQ1 inh inactive, KCNK9 inh inactive, KCNQ1 act inactive and RGS4 inh inactive.
`CC1CCC(NC(=O)CNC(=O)Cc2cccc3ccccc23)CC1` (configuration not stated) gave HDAC3 inh -1, RGS4 act inactive, KCNK3 block inactive, hERG protect -9, TMEM16A inh inactive, SKKanGAS inh -2, KCNQ1 inh inactive, KCNK9 inh inactive, KCNQ1 act inactive, TMEM16A act inactive and RGS4 inh inactive.
Screening CCOC(=O)CC(NC(=O)c1ccccc1F)c1ccc(C)cc1 (configuration not stated) returned HDAC3 inh 2, RGS4 act inactive, KCNK3 block inactive, hERG protect -9, TMEM16A inh inactive, SKKanGAS inh 4, KCNQ1 inh inactive, KCNK9 inh inactive, KCNQ1 act inactive, TMEM16A act inactive and RGS4 inh inactive.
Screening COc1cccc(-c2cccc(NC(=O)C3CCN(C4CCOCC4)CC3)c2)c1 returned RGS4 act inactive, KCNK3 block inactive, hERG protect -11, TMEM16A inh inactive, SKKanGAS inh 4, KCNQ1 inh inactive, KCNK9 inh inactive, KCNQ1 act inactive, TMEM16A act inactive and RGS4 inh inactive.
O=C(OCc1ccc([N+](=O)[O-])cc1)C1CC(=O)N(c2ccccc2)C1 (configuration not stated) was read as HDAC3 inh -3, RGS4 act inactive, KCNK3 block inactive, hERG protect 0, TMEM16A inh inactive, SKKanGAS inh 2, KCNQ1 inh inactive, KCNK9 inh inactive, KCNQ1 act inactive, TMEM16A act inactive and RGS4 inh inactive.
For CC(C)Cc1nnc(NC(=O)CSc2nc(O)c(-c3ccccc3)c(=O)[nH]2)s1 the results were HDAC3 inh 9, RGS4 act inactive, KCNK3 block inactive, hERG protect -2, TMEM16A inh inactive, SKKanGAS inh 0, KCNQ1 inh inactive, KCNK9 inh inactive, KCNQ1 act inactive, TMEM16A act inactive and RGS4 inh inactive.
`O=C(Nc1ccccc1[N+](=O)[O-])C1COc2ccccc2O1` (configuration not stated) gave HDAC3 inh -2, RGS4 act inactive, KCNK3 block inactive, hERG protect -9, TMEM16A inh inactive, SKKanGAS inh 6, KCNQ1 inh inactive, KCNK9 inh inactive, KCNQ1 act inactive, TMEM16A act inactive and RGS4 inh inactive.
COc1ccc(CN2CCNC(=O)C2CC(=O)NCc2cnn(C)c2)cc1OC (configuration not stated) was read as HDAC3 inh 1, RGS4 act inactive, KCNK3 block inactive, hERG protect -6, TMEM16A inh inactive, SKKanGAS inh -8, KCNQ1 inh inactive, KCNK9 inh inactive, KCNQ1 act inactive, TMEM16A act inactive and RGS4 inh inactive.
Screening O=C(CCCOc1ccccc1)N1CCN(c2ccccn2)CC1 returned HDAC3 inh 2, RGS4 act inactive, KCNK3 block inactive, hERG protect -7, TMEM16A inh inactive, SKKanGAS inh 0, KCNQ1 inh inactive, KCNK9 inh inactive, KCNQ1 act inactive, TMEM16A act inactive and RGS4 inh inactive.
For Fc1ccc(Cn2cnc3ccccc32)cc1 the results were HDAC3 inh -2, RGS4 act inactive, KCNK3 block inactive, hERG protect 0, TMEM16A inh inactive, SKKanGAS inh 3, KCNQ1 inh inactive, KCNK9 inh inactive, KCNQ1 act inactive, TMEM16A act inactive and RGS4 inh inactive.
